PglD DTNB: inhibitors of Campylobacter jejuni PglD acetyltransferase; AID 602405; purified PglD enzyme, DTNB colorimetric CoA detection; 360,000 compounds, 0.098% hits; inhibition, % at 12.5 µM; in the data active means inhibition above about 16%, passing the limit was not always enough; further: strong numbers were not always called active
FN deposit inh: fibronectin deposition inhibition | inhibition, % at 12.6 µM | AH1F fibroblasts, Alexa488-fibronectin deposition fluorescence, overnight | 350,000 compounds, 0.086% hits;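 active means mean inhibition across replicates of 30% or more, regardless of how many single replicates reach that level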;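 further: positive control wells lacked labelled fibronectin entirely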
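Material: AH1F fibroblasts assembling fluorescent fibronectin matrix; amount: 10000 AH1F cells/well; medium: DMEM, 2% serum; reagent: Alexa488-fibronectin, 24 nM final in well; dosing: single compound dose, delivered by pin transfer; incubation: 1 h adhesion, overnight exposure; detection: fluorescence after three HBSS washes, excitation 485 nm, emission 525 nm; measure: fibronectin deposition inhibition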
PGC1a acetyl inh: lowers PGC1a acetylation signal in U2OS cells. AlphaScreen anti-acetyl-lysine; with virally co-expressed GCN5 acetyltransferase. inhibition, % at 15.6 µM. 350,000 compounds, 0.17% hits;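 active means every replicate shows inhibition of at least 40%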;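 further: 0% = neutral control wells and 100% = positive control wells; some results beyond the cut were filed as inactive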
C2C12 statin: suppression of simvastatin myotoxicity; C2C12 myotubes + simvastatin, ATP luminescence, 48 h; scaled: DMSO 0, geranylgeraniol control 100; rescue of ATP level, % at 7.49 µM; 330,000 compounds, 0.78% hits;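 active means mean ATP rescue above about 67%, or every replicate alone reaching that limit, limit read from the data, passing the limit was not always enough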;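 further: myotubes were challenged with 10 µM simvastatin during compound exposure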
INS-1E GSIS act: primary screen for activators of insulin secretion dependent on glucose, INS-1E cells, GLuc reporter luminescence. INS-1E GLuc reporter insulin secretion, 2-3 h. activation, % at 16.6 µM. 370,000 compounds, 0.61% hits;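 active means lowest replicate activation of at least 40%, so every replicate reaches that level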;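 further: 0% = median of neutral control wells and 100% = median of IBMX positive control wells; some compounds called inactive have numbers as strong as hits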
F508del corr: CFTR F508del correction in bronchial cells; CFBE cells, YFP halide quenching; stimulated with forskolin plus potentiator P3; % fluorescence drop versus neutral controls; activity (quench increase), % at 7.58 µM; 350,000 compounds, 0.36% hits; AID 720511;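 active means mean added fluorescence quench of at least 8% versus neutral control, with both replicates also reaching 8%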;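 further: cells transiently co-express mutant CFTR-F508del with the halide-sensitive YFP; corrector assay measuring rescue of mutant channel to the surface after 24 h compound exposure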
Cneo AK release: causes C. neoformans cell lysis. adenylate kinase release luminescence, 4 h; normalised: neutral wells 0, clomiphene wells 100. lysis activity, % at 15 µM. 360,000 compounds, 0.2% hits. AID 651654;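 active means mean lysis activity across replicates of at least 80%, whatever share of replicates individually reach that level; inactive means mean lysis activity below 80%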
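Material – log-phase Cryptococcus neoformans yeast cells · Input – 5 × 10^6 yeast cells/mL · Medium – fresh YPD growth medium · Doses – single compound concentration per well · Timing – static 4 h at 37 °C with compound, 1 h detection · Detection – adenylate kinase release luminescence · Read-out – signal increase indicating cell lysis · Control set – Clomiphene as positive lysis control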
miR-122 sensor: inhibitors of miR-122 in Huh7 cells. 340,000 compounds, 0.3% hits. Huh7 miR-122 Renilla luciferase sensor, 48 h; neutral wells = 0, positive control = 100. activation (reporter increase), % at 12.5 µM;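 active means mean replicate activation score at least 90 and every replicate individually at or above 90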;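 further: higher luciferase means less miR-122 activity so hits act as miR-122 inhibitors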
Active calls of the source: *; . = no result given; & = joins results of further samples; [ ] = another dose, or the depositor's remark.

SMILES	PglD DTNB	FN deposit inh	PGC1a acetyl inh	C2C12 statin	INS-1E GSIS act	F508del corr	Cneo AK release	miR-122 sensor
Cc1cc(C)c2ccc3c(C)c(C)nc3c2[nH]1	.	16	9	.	5	2.7	.	.
CCOC1=C2[C@@H](CN(S(=O)(=O)c3ccc(C)cc3)[C@H]2c2ccccc2)[C@H]2C(=O)N(Cc3ccccc3)C(=O)[C@H]2C1	1	.	-16	0	-20	4.5	-16	-5
Nc1nc2nccc(-c3ccc(Cl)cc3)n2n1	1	.	0	.	.	.	-4	-5
CC1CCCCN1C(=O)CCn1c(=O)oc2ccccc21 (stereo not given)	5	7	12	10	24	-3.0	-2	-1
CN(C)C(=O)c1cccc(-c2ccc([C@@H]3[C@@H](CO)N4C(=O)CN(C(=O)C5CCCC5)C[C@H]34)cc2)c1	.	-1	-9	.	12	-2.2	.	.
C[C@H](CO)N1C[C@H](C)[C@@H](CN(C)Cc2ccccc2)OCc2cnnn2CCCC1=O	-3&0	2&-11	-8&-11	-9&-11	-3&12	2.0&-1.1	10&-2	1
C[C@@H]1CN([C@H](C)CO)C(=O)c2cc(C#Cc3cccnc3)cnc2O[C@@H]1CN(C)Cc1ccccc1	-2	0	-7	2	5	-3.9	46	-1[16.7 µM]
Cc1oc(-c2cccc(Cl)c2)nc1CN1CCC(C(=O)NC2CC2)CC1	-3	9	.	4	-11	-4.6	-2	-7
Cc1ccc(C(=O)O)cc1[N+](=O)[O-]	4	.	12	-1	-6	-1.7	33	-4
Cn1cc(CCC(=O)NCc2ccc3c(c2)OCO3)c2ccccc21	-5	.	2	34	-4	-0.1	5	4
CNCCCc1[nH]nc(N)c1C#N	4	.	-3	-4	.	.	-5	0
Cc1cc(C(=O)NC2CCCc3c2cnn3-c2ccc(C)c(C)c2)nc(C)n1 (stereo not given)	-4	1	33	-9	-31	-0.3	5	-6
CO[C@@H]1CN(C)C(=O)c2cc(NC(=O)Nc3c(C)noc3C)ccc2OC[C@@H](C)N(C)C[C@@H]1C	-2	-8	4	1	10	9.6*	1	.
CN(C)CCOC1c2ccccc2CCc2ccc3ccccc3c21 (stereo not given)	-4	-8	-10	.	.	0.8	0	.
Cn1c(=O)c2[nH]c(NN=Cc3cccc(Br)c3)nc2n(C)c1=O	1	3	-5	-26	-1	-4.8	-1	3
Cc1cc(C)cc(NC(=O)C2COc3ccccc3O2)c1 (stereo not given)	5	4	.	2	.	-3.0	2	0
CC1(C)CC2(CC(C)(C)N1)OC(=O)N1CCc3ccccc3C12C (stereo not given)	3	-6	7	3	13	-1.9	1	-1
COc1cccc(NC(=O)CN(c2cccc(OC)c2)S(C)(=O)=O)c1	.	-9	-21	.	-4	-0.7	.	7
CC1(C)Cc2c(c(N3CCCCC3)[nH]c(=S)c2C#N)CS1	-6	.	12	-9	.	.	-1	-5
Oc1ccc(-c2nccc(-c3cccs3)n2)cc1	-2	.	2	1	-7	.	-8	-1
CO[C@@H]1CN(C)C(=O)c2ccc(NS(=O)(=O)c3ccc(C)cc3)cc2OC[C@@H](C)N(C)C[C@H]1C	4	4	.	0	-2	.	-1	1[16.7 µM]
COCCCn1c(SCC(=O)c2c(N)n(C3CC3)c(=O)[nH]c2=O)nnc1-c1ccccc1Cl	-1	13	2	10	4	.	3	-4
O=C(CNS(=O)(=O)c1ccccc1)OCC(=O)c1ccc(F)cc1	3	0	4	-12	-4	1.8	2	-3
COc1ccc(N(CC(=O)Nc2cc(Cl)ccc2OC)S(=O)(=O)c2c(C)noc2C)cc1	-3	13	.	-6	.	.	1	61
O=C(Cn1c2ccccc2c2nc3n(c(=O)c21)CCCS3)Nc1ccccc1	-5	26	-3	2	0	2.8	-1	5
Cc1noc(C)c1COc1ccccc1C(=O)N(C)CC(=O)Nc1ccc(F)c(F)c1F	-4	12	.	-3	2	4.6	0	.
COc1cc2cc(CN(Cc3cccnc3)C(=O)NCc3ccccc3)c(=O)[nH]c2cc1OC	-7	.	15	.	.	.	2	-1
O=C(NCc1cn2ccccc2n1)c1ccccc1	7	.	-37	1	.	.	-1	2
COC(=O)CN(n1cnnc1)S(=O)(=O)c1ccccc1	0	.	-2	8	.	.	-1	-6
COc1cc2c(NCCCCCO)ncnc2c(OC)c1OC	6	-3	10	-6	.	-0.4	-1	-1
COc1ccc2oc(C(=O)NCC(Cc3ccccc3)N(C)C)c(C)c2c1 (stereo not given)	-1	4	.	2	-4	-0.5	3	.
Cc1noc(C)c1NC(=O)Nc1ccc2c(c1)C(=O)N([C@H](C)CO)C[C@@H](C)[C@@H](CN(C)C(=O)Nc1ccc(C(F)(F)F)cc1)O2	0	.	11	-18	-12	2.0	1	-6[16.7 µM]
CCNC(=O)C1(C)CCN(Cc2ccc(-c3ccccc3)cc2)C1 (stereo not given)	3	.	-22	1	14	-0.6	-2	-1
O=C(O)c1ccccc1C(=O)c1ccc(N2CCCC2)c([N+](=O)[O-])c1	.	-3	-4	0	19	-0.4	.	4
CCC(C)CCN1C(N(C)C)=NC[C@@H]1C (stereo not given in full)	-1	6	-3	149*	20	3.5	0	-1
O=S(=O)(c1cnc[nH]1)N1CCN(c2ccccc2)CC1	-5	5	-5	-3	-1	-2.3	-1	-2
CC(=O)N1CCN(c2ccc(S(=O)(=O)NCCN(C(C)C)C(C)C)cc2[N+](=O)[O-])CC1	.	1	.	-1	8	.	.	10
Cc1ccc(NC(=O)C2CC(=O)n3ncnc3N2)cc1C (stereo not given)	-3	-6	-8	3	12	-2.2	-1	-3
Cc1ccc(CS(=O)(=O)CCC(=O)NCC2CCCO2)cc1 (stereo not given)	7	.	0	-17	18	.	-1	-3
O=C(CCNC(=O)c1ccc(Cl)cc1)NC1CCCc2ccccc21 (stereo not given)	0	-7	-1	4	6	-1.2	-2	-1
C/C=C(\C)C(=O)NCCN1C2=NC[C@H](Cc3ccccc3)N2C[C@H]1Cc1ccc(O)cc1	1	.	10	-18	.	.	0	-3
CCCCN(CC)C(=O)c1ccc(-c2ccccc2)cc1	8	1	-7	0	.	.	-3	2
CN(C)CC#Cc1ccc([C@@H]2[C@@H](CO)N3CCCCN(C(=O)NC4CCCC4)C[C@@H]23)cc1	1	.	-4	.	18	0.0	0	2[16.7 µM]
COc1ccc(-c2ccc3c(c2)O[C@@H](CN(C)Cc2ccccc2C(=O)O)[C@H](C)CN([C@@H](C)CO)S3(=O)=O)cc1	0	0	7	6	-4	1.6	-2	0[16.7 µM]
COc1c(Cl)cc(Cl)cc1C(=O)n1nc(C)cc1C	-1	.	-6	98*	.	.	3	-2
C[C@H](CO)N1C[C@H](C)[C@H](CN(C)C(=O)Nc2cccc3ccccc23)Oc2ncc(C#Cc3ccc(F)cc3)cc2C1=O	.	14	17	.	-9	1.3	.	.
CC(=O)N(C)C[C@H]1OCc2ccccc2-c2c(n(C)c3ccccc23)C(=O)N([C@H](C)CO)C[C@H]1C	1	-11	-2	-11	2	0.7	-1	.
O=C(CN1C(=O)NC2(CCOc3ccccc32)C1=O)Nc1ccc(F)c(F)c1F (stereo not given)	.	8	-2	.	-6	-4.1	.	.
Clc1ccc(CSc2nncn2-c2ccc3c(c2)OCCO3)cc1	-4	3	-7	.	-5	11*	-6	17
Cc1cc(C)c(C#N)c(SC2CCCCC2=O)n1 (stereo not given)	1	.	-2	6	2	-2.3	1	-2
CNC[C@@H]1Oc2ccc(NC(=O)NC(C)C)cc2CC(=O)N([C@@H](C)CO)C[C@H]1C	4	.	10	41	7	2.4	-1	4[16.7 µM]
COc1ccccc1CNCc1ccc(C)cc1	-6	-4	-1	-10	-5	-0.8	-8	5
CCN(CC)C(=O)N1CCN(C)CC1	3	-8	2	10	.	2.1	-4	1
COC(=O)COc1ccc(S(=O)(=O)N2CCN(c3ccc(OC)cc3)CC2)cc1	.	-2	3	.	-3	-2.7	.	5
CCCC(=O)Nc1c(-c2cccc(OC)c2)c(=O)c2ccccc2n1C	-4	-1	-3	-10	1	5.0	1	6
CC(C)(C)OC(=O)NCCCC[C@H](NC(=O)c1nc[nH]c1C(=O)N1CCN(C(=O)OC(C)(C)C)CC1)C(=O)OC(C)(C)C	-3	1	.	4	.	-2.3	1	-19
C/C=C/c1ccc([C@H]2[C@@H](CNC(=O)CC3CC3)N(C(C)=O)[C@H]2CO)cc1	-2	-10	3	6	12	-2.4	1	-7[16.7 µM]
COc1ccc([C@@H]2Sc3ccccc3N(CCN(C)C)C(=O)[C@@H]2OC(C)=O)cc1	4	-6	0	0	3	.	1	5
Oc1ccc(Br)cc1CNn1cnnc1	6	.	0	1	.	.	-1	-2
COc1ccccc1Oc1ccc(S(=O)(=O)Nc2cccnc2)cc1	-1	-7	20	-29	-21	.	9	1

2 entries picked at random from the list so far:
SMILES	PglD DTNB	FN deposit inh	PGC1a acetyl inh	C2C12 statin	INS-1E GSIS act	F508del corr	Cneo AK release	miR-122 sensor
COc1ccccc1CNCc1ccc(C)cc1	-6	-4	-1	-10	-5	-0.8	-8	5
CNC[C@@H]1Oc2ccc(NC(=O)NC(C)C)cc2CC(=O)N([C@@H](C)CO)C[C@H]1C	4	.	10	41	7	2.4	-1	4[16.7 µM]

Next structures follow:
SMILES	PglD DTNB	FN deposit inh	PGC1a acetyl inh	C2C12 statin	INS-1E GSIS act	F508del corr	Cneo AK release	miR-122 sensor
Cc1nc2ccccc2n1CC(=O)c1ccc(O)c(O)c1	2	-10	.	-6	13	-2.5	-1	-3
c1ccc(CCSc2ncnc3nc[nH]c23)cc1	-4	5	3	4	-3	.	0	-1
O=C(Oc1ccc(C(=S)N2CCOCC2)cc1)c1ccccc1	.	-24	6	.	-32	0.8	.	.
N#C/C(=C/c1cccs1)c1nc2ccccc2[nH]1	.	6	.	-2	4	.	.	2
COc1ccc2cc(CO)n(C)c2c1	-5	-7	4	1	5	-2.1	0	3
O=C(Cc1c(F)cccc1Cl)NNC(=S)Nc1ccc(S(=O)(=O)Nc2ncccn2)cc1	2	-1	.	-4	21	-3.7	-1	-3
O=C(CSc1nccn(-c2ccc(Br)cc2)c1=O)Nc1ccccc1F	2	-1	.	41	13	-1.7	1	.
Cc1ccc(S(=O)(=O)N(C)C[C@H]2OCCCC[C@H](C)Oc3ccc(N(C)C)cc3C(=O)N([C@H](C)CO)C[C@@H]2C)cc1	-7	-4	-80	-29	8	-0.2	2	0[16.7 µM]
Cc1noc(C)c1NC(=O)Nc1cccc2c1O[C@H](CN(C)Cc1ccncc1)[C@H](C)CN([C@H](C)CO)C2=O	10	.	4	-19	13	0.3	0	-1[16.7 µM]
COC(=O)Cc1c(C)nc(SCc2ccccc2)[nH]c1=O	-1	2	0	5	2	-1.3	1	0
CCOc1ccc(CN(C)CC(=O)NCc2ccc(F)cc2)cc1	6	-3	.	18	-20	-0.2	1	.
C[C@@H]1CCCCO[C@H](CN(C)Cc2ccncc2)[C@H](C)CN([C@H](C)CO)C(=O)c2cc(NS(=O)(=O)c3ccccc3)ccc2O1	0	-3	4	.	1	1.8	0	-2[16.7 µM]
CCCNC(=O)Nc1ccc2c(c1)C(=O)N(C)C[C@H](OC)[C@@H](C)CN(Cc1ccncc1)[C@@H](C)CO2	1	0	5	-16	10	-5.0	-1	0[16.7 µM]

Screening data as filed in PubChem.
